Assay outcomes: PubChem, several laboratories
STK33 kinase inh: human STK33 kinase inhibition | purified STK33, MBP phosphorylation, ADP-Glo luminescence | inhibition, % at 10 µM | actives 0.073% (n = 320,000) | AID 2661;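 active = inhibition at or above 25%, using the most active replicate where run in duplicate; inactive = inhibition below 25%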
Target sequence (Q9BYT3 whole entry, looked up): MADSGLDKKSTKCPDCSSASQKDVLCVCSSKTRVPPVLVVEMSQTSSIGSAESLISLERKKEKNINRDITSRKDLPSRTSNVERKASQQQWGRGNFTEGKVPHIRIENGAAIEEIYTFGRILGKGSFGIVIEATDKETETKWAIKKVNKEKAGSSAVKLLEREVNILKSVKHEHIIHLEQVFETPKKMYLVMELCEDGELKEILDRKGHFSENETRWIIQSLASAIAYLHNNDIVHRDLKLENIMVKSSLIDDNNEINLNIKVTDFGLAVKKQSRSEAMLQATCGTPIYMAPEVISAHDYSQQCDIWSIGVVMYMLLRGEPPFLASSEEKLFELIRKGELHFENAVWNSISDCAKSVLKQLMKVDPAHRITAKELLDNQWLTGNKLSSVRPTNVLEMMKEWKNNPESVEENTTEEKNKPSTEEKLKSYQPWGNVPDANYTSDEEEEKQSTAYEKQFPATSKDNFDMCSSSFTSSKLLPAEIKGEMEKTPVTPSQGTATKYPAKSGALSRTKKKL
CHT inh: inhibitors of human choline transporter CHT; Q9GZV3; CHT-expressing cells, membrane potential dye, choline response; active compounds read low; B-score at 10 µM; actives 0.86% (n = 310,000); AID 488975;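 active = B-score over 3 SD under the library average, and starting fluorescence ratio not unusually high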;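 also: choline stimulus applied at its EC90 after an EC20 pre-addition; B-score computed on integrated fluorescence ratio after choline addition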
CHT allo act: human CHT allosteric activation. actives 0.49% (n = 310,000). Q9GZV3. AID 488977. B-score at 10 µM. CHT-expressing cells, membrane potential dye, choline EC20; active compounds read high; LV-AA mutant CHT in HEK293 cells;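 active = initial fluorescence not abnormally high and integrated response B-score, plate-corrected, over 3 SD above library mean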
* marks the source's active call; other numbers are inactive results; i = inactive; nt = not tested or not shown.

The line under a structure holds: STK33 kinase inh, CHT inh, CHT allo act
O=C(NC1CCCCC1)C(c1cccs1)N(CC1CCCO1)C(=O)c1csnn1 (stereo not given)
    -1.5, i, i
N#CC1=C(N)Oc2cc(N)ccc2C1c1ccc(F)cc1F (stereo not given)
    -0.6, i, i
Cc1cccc(NC(=S)N2CCC(NC(=O)c3cccc(F)c3)CC2)c1
    -3.8, i, i
Nc1nc(SCC(=O)Nc2ccccc2-c2ccccc2)n[nH]1
    -0.4, i, i
Cc1ccc(CC2CC(=O)N(c3ncccn3)C2=O)cc1 (stereo not given)
    -1.1, i, i
CCn1c(O)c(N=NC2=NC(=O)CS2)c2ccccc21
    -0.1, i, i
COc1ccc(-n2cnnc2SCc2csc(-c3ccccc3)n2)cc1
    -1.5, i, i
CCc1ccc(OCC(=O)NNC(=S)NC(=O)C2CC2)c(Br)c1
    -1.4, i, i
CN(C)c1ccc(C2CC(=O)C=C(Nc3ccccc3N)C2)cc1 (stereo not given)
    -0.2, i, i
O=C(c1ccc(S(=O)(=O)N2CCCC2)cc1)N1CCCCC1
    nt, i, i
COc1ccc(CCNC(=O)c2ccc(C)s2)cc1OC
    -1.0, i, i
COc1ccccc1N1CCN(/N=C\c2sccc2C)CC1
    -1.5, i, i
Cc1cc(-c2cc(-c3ccc(Cl)cc3)nc(N)c2C#N)co1
    -0.9, i, i
COc1ccc(-c2cc(C(=O)N3CCCc4ccccc43)no2)cc1OC
    0.5, i, i
CCOC(=O)Nc1ccccc1C(=O)Nc1cc(C)cc(C)c1
    -1.2, i, i
O=C(N/N=C/c1c[nH]c2c1ccc1ccccc12)c1ccc([N+](=O)[O-])cc1
    -0.5, i, i
Cc1ccc(Cn2cccc(NC(=O)c3ccco3)c2=O)cc1
    -1.5, i, i
COCCCn1c(SCCc2ccccc2)nc2cc(OC)c(OC)cc2c1=N
    3.1, i, i
CN(Cc1cccnc1)Cc1cn(C)nc1-c1cccc(Cl)c1
    1.0, i, i
COc1ccc(-n2c(C)nn(C)c2=O)cc1
    -1.0, i, i
COc1ccc(/C=N/NC(=S)Nc2c(C)n(C)n(-c3ccccc3)c2=O)cc1OC
    3.0, i, i
Clc1ccc(OCc2cnc(Cl)s2)cc1
    -0.7, i, i
COC(=O)CCN1CCN(S(=O)(=O)c2cccc(Br)c2)CC1
    -0.5, i, i
CCSc1nnc(NC(=O)CC)s1
    -1.8, i, i
O=C1CN(C(=O)CSc2nc3ccccc3n2CCc2ccccc2)c2ccccc2N1
    0.2, i, i
Cc1nn(C)cc1CNC(=O)c1ccccc1Br
    -0.6, i, i
Cc1ccc(S(=O)(=O)CC(=O)N(C)C)cc1
    -1.0, i, i
O=C(Nc1cccc(C(F)(F)F)c1)C(Sc1ncnc2ccccc12)c1ccccc1 (stereo not given)
    -2.1, i, i
COc1ccc(C2N(S(=O)(=O)c3ccccc3)CCN2S(=O)(=O)c2ccc(C)cc2)cc1 (stereo not given)
    -0.7, i, i
CCN(CC(=O)O)S(=O)(=O)c1cc(Cl)ccc1Cl
    1.5, i, i
CC(C)C[C@H]1CN=C(Nc2ccccc2)N1CC1CCCCCC1
    0.2, i, i
Cc1ccc(CNC(=O)C2CC3Cn4c(nc5cc(C)c(C)cc54)C3N2C)o1 (stereo not given)
    0.4, i, i
CCOc1ccc(C2C(C(=O)c3ccco3)=C(O)C(=O)N2CCN2CCOCC2)cc1 (stereo not given)
    0.7, i, i
CCN(Cc1ccccc1)C(=O)COC(=O)c1n[nH]c2ccccc12
    0.3, i, i
O=C(COc1ncnc2c(Cl)cc(Cl)cc12)NC1CCCCCC1
    -0.5, i, i
Cc1ccc(N(C(C)C(=O)N2CCCC2)S(C)(=O)=O)cc1 (stereo not given)
    2.9, i, i
COc1ccc(CCCC(=O)N/N=C/c2ccccc2OC)cc1
    -0.1, i, i
Clc1cccc(CN2CCc3c([nH]c4ccccc34)C2)c1
    3.5, i, i
O=C(CN1C(=O)COc2ccc(S(=O)(=O)N3CCCCC3)cc21)NCc1ccc(F)cc1
    -0.3, i, i
COc1ccc(NC2CC(=O)NC2=O)cc1 (stereo not given)
    2.7, i, i

Shown field by field: part of the list above
> CCSc1nnc(NC(=O)CC)s1
  STK33 kinase inh: -1.8	CHT inh: i	CHT allo act: i
> O=C1CN(C(=O)CSc2nc3ccccc3n2CCc2ccccc2)c2ccccc2N1
  STK33 kinase inh: 0.2	CHT inh: i	CHT allo act: i
> Cc1nn(C)cc1CNC(=O)c1ccccc1Br
  STK33 kinase inh: -0.6	CHT inh: i	CHT allo act: i
> Cc1ccc(S(=O)(=O)CC(=O)N(C)C)cc1
  STK33 kinase inh: -1.0	CHT inh: i	CHT allo act: i

Next section:
SMILES,STK33 kinase inh,CHT inh,CHT allo act
COc1cc(/C=N/Nc2ccnc(=O)[nH]2)ccc1O,1.6,i,i
O=C(O)c1cc(Cl)ccc1-c1ccc(/C=C/c2cc(C(F)(F)F)[nH]c(=O)n2)o1,-1.5,i,i
Cc1cccc(NC(=O)Cn2cc(C=O)c3ccccc32)c1,-1.0,i,i
CN(C)S(=O)(=O)c1cc(NC(=O)CN2CCN(c3ccccc3F)CC2)ccc1Cl,-0.3,i,i
CC(NCCC1(Cc2ccccc2Cl)CCOC(C)(C)C1)c1cccs1 (stereo not given),-0.2,i,i
COc1ccc(CCNC(=O)C2CCC(CNS(=O)(=O)c3ccccc3)CC2)cc1OC (stereo not given),-7.2,i,i
CCOc1ccc(NC(=O)[C@@H](NC(=O)c2ccccc2Br)C(C)C)cc1,-0.2,i,i
COc1ccc(NC(=S)Nc2ccc(N)c([N+](=O)[O-])c2)cc1,-2.7,i,i
COc1cccc(=O)c2c(C)n(C)c(C)c12,-0.7,i,i
CC(Oc1ccc2c(-c3ccccc3)cc(=O)oc2c1)C(=O)NCCCN1CCOCC1 (stereo not given),-1.3,i,i
O=C(C(=O)N1CCN(c2ccccc2Cl)CC1)c1c[nH]c2ccccc12,-0.3,i,i
O=C1N=C(N2CCCCC2)S/C1=C\c1ccc(Cl)cc1,0.5,i,i
CC(=C/c1ccccc1)/C=N/NC(=O)c1cnccn1,-0.1,i,i
CC(=O)C[C@H]1c2cc(C(F)(F)F)ccc2S(=O)(=O)N1c1ccc(N(C)C)cc1,-1.7,i,i
COc1ccccc1C1CCN(C(=O)c2ccco2)CC1,0.8,i,i
COc1ccc(C(=O)NC(=S)Nc2ccc(CN3CCOCC3)cc2)cc1Cl,-0.1,i,i
NC(=O)C1CCN(C(c2ccccc2Cl)c2nnnn2Cc2ccc3c(c2)OCO3)CC1 (stereo not given),-1.5,i,i
COc1ccc(CN2CCC(CNS(=O)(=O)c3cccc(C(F)(F)F)c3)CC2)cc1,-0.1,i,i
CN(C)/C=N/c1nc(Sc2ccc(C(F)(F)F)cc2[N+](=O)[O-])n[nH]1,1.8,i,i
O=C(CSc1nnc(-c2ccco2)n1-c1ccccc1)NCc1ccco1,-1.1,i,i
COC(=O)CSc1ccnc2cc(Cl)ccc12,-0.3,i,i
CCOC(=O)c1c(C)c(C(=O)NCc2cccs2)c(C)n1C,-2.9,i,i
CCOc1ccc(NC(=O)CN(C)C(=O)Cc2c[nH]c3ccccc23)cc1OCC,-1.4,i,i
Cc1cccnc1NC(=O)Cn1nc([N+](=O)[O-])cc1C,-1.1,i,i
CC(=O)Nc1ccc(-c2csc(NC(C)c3ccccc3)n2)cc1 (stereo not given),-2.4,i,i
Clc1ccc(NC2=NCCCCC2)cc1,-1.8,i,i
COc1ccccc1C(=O)NNc1ncc(C)s1,-3.1,i,i
CC(=O)C1=C(C)Nc2ncnn2C1c1ccc(C)cc1 (stereo not given),-0.5,i,i
N#C/C(=C/c1cn(-c2ccccc2)nc1-c1cccc(OCc2ccccc2)c1)C(=O)NCCCn1ccnc1,-1.9,i,i
Cc1ccnc(SCCn2c(N3CCCCC3)nc3c2c(=O)n(C)c(=O)n3C)n1,-0.5,i,i
NC(=O)NC(=O)C(Nc1ccc2c(c1)CCC2)c1ccccc1 (stereo not given),-1.6,i,i
O=C(CSc1cn(CCNC(=O)c2ccccc2)c2ccccc12)NCc1ccco1,-0.2,i,i
COc1cccc(C(=O)NCCS(=O)(=O)NC(C)CCc2ccccc2)c1 (stereo not given),0.9,i,i
COC(=O)c1ccc(NC(=O)c2ccc3nc(C)sc3c2)cc1,0.7,i,i
Cn1c(=O)c(=O)n(C)c2cc(S(=O)(=O)N3CCc4ccccc43)ccc21,-1.1,i,i
Brc1ccc(OCCN2CCOCC2)cc1,1.6,i,i
CC(=O)Oc1c(I)cc(I)cc1C(=O)Nc1ccc(Cl)cc1,0.8,i,i
CN(CCC#N)S(=O)(=O)c1cc2c3c(c1)CCN3C(=O)CC2,-0.2,i,i
CC1CCN(C(=O)CSc2nnc(Cc3cccn3C)n2CCc2ccccc2)CC1,1.5,i,i
O=C(NCCN1CCOCC1)c1ccc2c(c1)N(Cc1ccc(Cl)cc1)CCS2,0.7,i,i
CCCC(=O)Nc1ccc(C(=O)NNC(=O)c2cccc([N+](=O)[O-])c2)cc1,-1.7,i,i
Cc1ccccc1CNC(=O)CC1C(=O)NCCN1CC1CCCCC1 (stereo not given),-0.3,i,i
COc1ccc(-c2csc(NC(=O)c3nc(-c4ccccc4)oc3C)n2)cc1,0.2,i,i
COc1c([N+](=O)[O-])c(=O)n(-c2ccccc2)c2ccccc12,-0.5,i,i
COc1ccc(S(=O)(=O)N2CCC(C)CC2)cc1Br,-0.4,i,i
Cc1nc(S/C(=C/c2ccc(OCc3ccc(C(=O)O)cc3)cc2)C(=O)O)n[nH]1,-1.0,i,i
Cc1cc(N2C(=O)C(O)=C(C(=O)c3cccs3)C2c2ccccc2)no1 (stereo not given),-0.1,i,i
O=C(CC1C(=O)OCC2CCCCN21)Nc1ccccc1C(F)(F)F (stereo not given),-0.9,i,i
COc1cc(CN2CCNC(=O)C2CC(=O)N(C)CCC2CCOCC2)cc(OC)c1 (stereo not given),0.3,i,i
CCCn1nc(C(=O)OCC(=O)NC(C)c2ccccc2)c2ccccc2c1=O (stereo not given),-1.6,i,i

(listing goes on)
SMILES,STK33 kinase inh,CHT inh,CHT allo act
CCCN1C2CCCC1CC(NC(=O)c1cccc([N+](=O)[O-])c1)C2 (stereo not given),-0.5,i,i
Cc1ccc(CC(=O)Nc2ccc(C(=O)N3CCCCC3)cc2)cc1,-1.8,i,i
CCCn1c(Nc2ccc(Cl)cc2)nc2ccccc21,-0.4,i,i
O=C(Nn1c(Cc2cccs2)nc2ccccc2c1=O)c1cccs1,0.4,i,i
CNC(=O)CN(C)S(=O)(=O)c1ccc(F)cc1,-0.1,i,i
COc1ccc(N2CC(C)Cn3c2nc2c3c(=O)n(Cc3ccccc3F)c(=O)n2C)c(OC)c1 (stereo not given),-1.5,i,i
CCOC(=O)C1CCN(C(=O)c2c(-c3c(Cl)cccc3Cl)noc2C)CC1,-1.1,i,i
COc1ccccc1Cn1c(=O)c2ccccc2n2c(SCC(=O)N3CCCCC3)nnc12,6.7,i,i
O=C(Nc1cccnc1)C1CCC(CNS(=O)(=O)c2cccc3nsnc23)CC1 (stereo not given),-1.2,i,i
COc1ccc(S(=O)(=O)N2N=C(c3cccc(NS(C)(=O)=O)c3)CC2c2ccco2)cc1 (stereo not given),-1.4,i,i
COc1cc(C(=O)Nc2nnc(-c3sccc3C)s2)cc(OC)c1OC,0.0,i,i
Cn1c(SCC(=O)N/N=C/c2cc([N+](=O)[O-])ccc2O)nnc1-c1ccccc1,0.5,i,i
CCCCN(CC)CCNC(=O)CN(C)S(=O)(=O)c1ccc2c(c1)c(=O)n(C)c(=O)n2C,0.6,i,i
O=C(COC(=O)c1ccccc1C(=O)N1CCN(c2ccc(F)cc2)CC1)NCc1ccccc1,0.3,i,i
O=c1cc(NCCc2ccccc2)c2ccccc2o1,-0.6,i,i
CCCOc1ccc(CNC(=O)Cn2ncc3ccccc32)cc1,-0.9,i,i
CCCCC(NC(=O)c1ccc(Cl)cc1)C(=O)O (stereo not given),-0.3,i,i
C=CCn1c(SCc2ccc(C#N)cc2)nnc1-c1cccc(OC)c1,-1.6,i,i
CCOP(=O)(OCC)c1nc(-c2cccc3ccccc23)oc1N1CCCCC1,-0.3,i,i
Cc1ccc(C2c3c(oc4ccccc4c3=O)C(=O)N2c2nnc(C(C)C)s2)o1 (stereo not given),-0.8,i,i
CCCCN1CC[C@H]2C=CC[C@@H](C(=O)Nc3ccccc3)[C@H]2C1=O,-1.0,i,i
Cc1cc(C(F)(F)F)nn1CC(=O)N1CCCC1,-2.2,i,i
CCOC(=O)C1CCN(Cc2ccc(-c3ccccc3)cc2)CC1,-1.2,i,i
O=C(NNC(=O)c1cc2cc3ccccc3nc2s1)c1ccc(F)cc1,-0.5,i,i
CCOC(=O)N1CCC(Nc2nc3ccccc3nc2NS(=O)(=O)c2ccc(Cl)cc2)CC1,0.9,i,i

Quoted from the listing:
Reading of `COc1cc(C(=O)Nc2nnc(-c3sccc3C)s2)cc(OC)c1OC` in STK33 kinase inh: 0.0
Reading of `CCOC(=O)C1CCN(C(=O)c2c(-c3c(Cl)cccc3Cl)noc2C)CC1` in STK33 kinase inh: -1.1
